# TRPC6 inh: mouse TRPC6 channel inhibition. Q61143. HEK293-TRPC6, membrane potential dye, ACh-evoked depolarization; hits give low values. B-score at 10 µM. 1.1% of 310,000 active. AID 2553;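 active = B-score under library mean minus 3 SD, initial fluorescence not abnormally high, positive integrated signal ratio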;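 also: B-score derived from integrated fluorescence ratio over the kinetic read; more negative B-score means stronger inhibition of depolarization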
# TRPC6 act: activators of mouse TRPC6 channel; HEK293-TRPC6 membrane potential dye fluorescence; hits give high values; B-score at 10 µM; 0.13% of 310,000 active; AID 2550;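 active = B-score of the integrated fluorescence ratio above library mean plus 3 SD, and starting fluorescence ratio within library mean plus 5 SD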;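 also: higher score means more depolarization so channel activation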
# PolyA inhibitor: blocks polyadenylation in yeast reporter cells; S. cerevisiae SKY197-pL101 polyadenylation reporter, beta-gal luminescence; efflux-impaired pdr1/pdr3 knockout yeast; score 100 = 6 SD above DMSO; 0.02% of 300,000 active; calls only at 12 µM;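 active = lowest replicate activity score at least 50, where 100 means six control SD above control mean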;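 also: yeast exposed to compound for 9 h at 30 °C; higher score means more reporter readthrough which indicates perturbed polyadenylation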
# TRPC4 act: activators of mouse TRPC4 channel; Q9QUQ5; 0.49% of 310,000 active; HEK293 TRPC4beta/mu-opioid, Fluo4 calcium fluorescence; hits give high values; B-score at 10 µM;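 active = B-score above 5 SD of library B-scores, and initial fluorescence ratio not above library mean plus 5 SD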;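 also: positive B-score marks a calcium rise read as TRPC4 activation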
# Target sequence (Q9QUQ5 whole entry, looked up): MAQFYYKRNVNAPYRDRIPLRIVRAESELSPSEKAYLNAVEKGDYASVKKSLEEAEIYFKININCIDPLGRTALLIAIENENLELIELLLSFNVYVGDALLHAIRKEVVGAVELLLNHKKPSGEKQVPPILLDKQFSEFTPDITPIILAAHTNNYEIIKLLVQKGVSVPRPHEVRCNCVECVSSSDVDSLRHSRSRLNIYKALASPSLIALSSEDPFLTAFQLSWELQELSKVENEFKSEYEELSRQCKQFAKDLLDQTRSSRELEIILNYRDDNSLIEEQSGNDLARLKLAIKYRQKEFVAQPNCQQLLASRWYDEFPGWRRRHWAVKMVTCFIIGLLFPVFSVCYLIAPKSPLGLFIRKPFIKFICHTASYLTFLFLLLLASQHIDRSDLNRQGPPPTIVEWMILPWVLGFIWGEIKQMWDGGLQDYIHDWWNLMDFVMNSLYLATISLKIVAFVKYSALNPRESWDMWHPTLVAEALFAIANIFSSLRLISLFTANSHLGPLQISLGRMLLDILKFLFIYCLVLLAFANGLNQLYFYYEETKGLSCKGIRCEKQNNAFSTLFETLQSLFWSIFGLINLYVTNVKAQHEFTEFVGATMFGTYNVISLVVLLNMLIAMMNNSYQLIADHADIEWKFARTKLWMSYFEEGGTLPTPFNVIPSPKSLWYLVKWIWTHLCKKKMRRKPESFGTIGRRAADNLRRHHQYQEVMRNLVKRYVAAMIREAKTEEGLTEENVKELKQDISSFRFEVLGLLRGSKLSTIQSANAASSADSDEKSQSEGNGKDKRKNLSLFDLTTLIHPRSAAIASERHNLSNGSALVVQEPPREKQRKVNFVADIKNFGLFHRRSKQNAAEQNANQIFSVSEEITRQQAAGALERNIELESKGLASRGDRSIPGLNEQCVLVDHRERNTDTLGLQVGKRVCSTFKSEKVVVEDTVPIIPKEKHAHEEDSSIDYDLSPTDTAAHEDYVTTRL
#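 system = HEK293 cells stably co-expressing mouse TRPC4beta and mu-opioid receptor | schedule = Fluo4 dye loading 45 min at room temperature, 110 s recording | measure = B-scored integrated calcium fluorescence ratio | signal = Fluo4 calcium-sensitive dye fluorescence, kinetic, 1 Hz baseline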
# TRPC4 inh: TRPC4 (mouse) channel inhibition | Q9QUQ5 | HEK293 TRPC4beta/mu-opioid, DAMGO-evoked Fluo4 calcium flux; hits give low values | B-score at 10 µM | 0.39% of 300,000 active;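 active = B-score over 3 SD under the library average, no early fluorescence shift, positive overall ratio signal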
#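 System: stable TRPC4beta/mu-opioid receptor HEK293 cells; Dosing: single-point compound dosing; Measured by: Fluo4 Ca2+ flux fluorescence; Read-out basis: per-well B score of integrated baseline-normalized Fluo4 ratio.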
# MrgX1 allo act: allosterically activates human MrgX1 receptor signaling; B-score at 10 µM; 0.63% of 310,000 active; Q96LB2; AID 588675; MrgX1-HEK293, Fluo-4 calcium flux, FDSS; hits give high values;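 active = plate-corrected calcium response at least 3 library SD above typical, normal starting fluorescence, not activating the receptor alone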;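 also: compound read alongside a low EC10 to EC30 dose of BAM8-22 agonist; peak minus trough fluorescence over baseline measured at the second addition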
# HIF act: HIF pathway transcriptional activation; activation, % at 7.5 µM (by protocol); U2OS HRE-luciferase reporter, luminescence; normalized: DMSO 0%, desferrioxamine 100%; 0.32% of 300,000 active;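 active = mean activation of at least 10% of the iron chelator positive control signal, with at least half of replicates also reaching 10%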
# TRPC4 PAM: TRPC4 (mouse) allosteric potentiation; Q9QUQ5; HEK293 TRPC4beta/mu-opioid, DAMGO EC20, Fluo-4 Ca2+ flux; hits give high values; B-score at 10 µM; 0.42% of 310,000 active;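 active = B-score of calcium response area above 5 SD of library B-scores, with initial fluorescence ratio within 5 SD of library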;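 also: B-score of integrated fluorescence ratio over time as area under calcium response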
# MrgX1 ag: activates human MrgX1 receptor signaling; 0.44% of 310,000 active; B-score at 10 µM; MrgX1-HEK293 cells, Fluo-4 calcium fluorescence, agonist mode; hits give high values;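 active = calcium response B-score plate-corrected fluorescence ratio at least 3 library SD, with starting fluorescence B-score inside 5 SD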
#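 System – MrgX1-expressing HEK293 cells · Incubation – cells plated overnight, dye loaded 0.5 h 37 °C, 0.5 h room temperature · Technique – kinetic Fluo-4 NW fluorescence of intracellular calcium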
# AI-2 QS mod: modulates the Vibrio harveyi AI-2 quorum sensing system; Vibrio harveyi JMH597 AI-2 luminescence/OD600 ratio, 9 h; hits give low values; strain lacks LuxN and CqsS sensors; 0 = neutral-control median; activity change, % at 7.5 µM; 0.4% of 300,000 active; in the data active = activity change below about -75%, passing the limit was not always enough;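 also: luminescence divided by OD600 gain over 9 h not by final OD600 alone; inactives centre near 13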
# MrgX1 antagonist: antagonists of human MrgX1 receptor; 1.3% of 310,000 active; AID 588676; Q96LB2; B-score at 10 µM; MRGX1-HEK293 calcium flux, Fluo-4, BAM8-22 antagonism; hits give low values;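 active = calcium-response B-score plate-corrected more than 3 library SD below zero, starting fluorescence within 5 deviations, no agonist response on first addition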;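 also: peak minus trough fluorescence over baseline after final BAM8-22 challenge near maximal dose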
# Starred values were filed as active, the others as inactive; i = inactive; . = no result given.
SMILES,TRPC6 inh,TRPC6 act,PolyA inhibitor,TRPC4 act,TRPC4 inh,MrgX1 allo act,HIF act,TRPC4 PAM,MrgX1 ag,AI-2 QS mod,MrgX1 antagonist
CCCN(C(=O)CN1C(=O)NC2(CCCCCC2)C1=O)C1CCS(=O)(=O)C1 (configuration not stated),i,i,i,i,i,i,-0.4,i,i,0.1,i
CCOc1ccc(S(=O)(=O)Nc2cccc(C(=O)N3CCN(c4cccc(OC)c4)CC3)c2)cc1,i,i,i,i,i,i,-0.3,i,i,38.6,i
Oc1nc(-c2ccc(Br)cc2)n2ccncc12,i,i,i,i,i,i,0.3,i,i,1.1,i
O=C1CN2CCC1C/C2=C\c1ccnc2c(Cl)cccc12 (configuration not stated),i,i,i,i,i,i,-0.6,i,i,20.4,i
CCCCn1c(Cc2ccccc2)n[nH]c1=S,i,i,i,i,i,i,-0.3,i,i,12.2,i
CC(=O)c1cccc(NC(=O)c2ccc(NC(=O)CC3SC(N4CCCCC4)=NC3=O)cc2)c1 (configuration not stated),i,i,i,i,i,i,-0.5,i,i,3.8,i
COCCn1cnc2cc(C)c(C)cc21,i,i,i,i,i,i,0.0,i,i,10.4,i
O=C(NNC(=O)C1C2CCC(C2)C1C(=O)O)c1ccc(Br)o1 (configuration not stated),i,i,i,i,i,i,0.9,i,i,35.0,i
COc1ccccc1Cn1c(/C=C/c2ccccc2)nc2ccccc21,i,i,i,i,i,i,1.6,i,i,24.6,i
Cc1ccc(C(=O)C[n+]2cccc(C(N)=O)c2)cc1,i,i,.,i,i,i,-0.4,i,i,22.6,i
O=C(NCCC1=CCCCC1)C1CC(=O)N(C2CCCCCC2)C1 (configuration not stated),i,i,i,i,i,i,-0.7,i,i,12.9,i
CC(C)(C)NC(=O)CN(CCN1CCOCC1)C(=O)CNS(=O)(=O)c1ccccc1,i,i,i,i,i,i,-0.2,i,i,10.1,i
COC(=O)[C@H](Cc1ccccc1)NC(=O)N1CCN(Cc2ccccc2)CC1,i,i,i,i,i,i,-0.5,i,i,-1.0,i
Cc1ccccc1NC(=O)c1cc2ccccn2n1,i,i,i,i,i,i,1.7,i,i,6.4,i
Cc1cc(NC(=O)Cn2nc(C)c([N+](=O)[O-])c2C)no1,i,i,i,i,i,i,-0.4,i,i,7.5,i
CCc1c(O)nc(SC2CC(=O)N(c3ccccc3)C2=O)[nH]c1=O (configuration not stated),i,i,i,i,i,i,0.0,i,i,17.4,i
CCC1CCCCN1Cc1nc2c(c(=O)n(C)c(=O)n2C)n1CC(C)C (configuration not stated),i,i,i,i,i,i,-0.1,i,i,25.5,i
Cc1ccc(CC(=O)NCC(c2ccco2)N(C)C)cc1C (configuration not stated),i,i,i,i,i,i,0.0,i,i,27.8,i
O=C(Nc1cccc2ccccc12)N1CCOCC1,i,i,i,i,i,i,0.4,i,i,34.4,i
CCCCOC(=O)Nc1ccc(C(=O)OCCC)cc1,i,i,i,i,i,i,1.6,i,i,1.6,i
O=C(CCCn1c(=S)[nH]c2ccccc2c1=O)NCCSCc1ccccc1,i,i,i,i,i,i,0.9,i,i,-2.2,i
COc1ccc(C(=O)NNC(=O)c2ccc(S(=O)(=O)N3CC(C)OC(C)C3)cc2)cc1 (configuration not stated),i,i,i,i,i,i,-0.6,i,i,9.5,i
COc1ccc(C)cc1-n1cnnn1,i,i,i,i,i,i,-2.0,i,i,24.1,i
CCN(CC)CCCN(Cc1cc2cc3c(cc2[nH]c1=O)OCO3)C(=S)NCCCN(C)C,i,i,i,i,i,i,0.7,i,i,13.4,i
CC1=NCCN1S(=O)(=O)c1cc(Cl)ccc1Cl,i,i,i,i,i,i,0.7,i,i,11.1,i
COc1cc(C(=O)/C=C/Nc2ccc(NC(C)=O)cc2)cc(OC)c1OC,i,i,i,i,i,i,0.5,i,i,3.5,i
N#C/C(=C(/O)CCCl)c1ccccn1,i,i,i,i,i,i,0.4,i,i,17.7,i
CSc1ccccc1OCc1cc(C(=O)N[C@H]2CCCCNC2=O)no1,i,i,i,i,i,i,3.2,i,i,27.5,i
COc1ccc(COCC(O)CN2CCc3ccccc3C2)cc1OC (configuration not stated),i,i,i,i,i,i,0.5,i,i,6.8,i
CC(/C=C/c1ccc2c(c1)OCO2)=N\NC(=O)c1cccc([N+](=O)[O-])c1,i,i,i,i,i,i,-0.2,i,i,27.8,i
COC(=O)C1=COC(C)C2CN3CCc4c([nH]c5cc(OC)c(OC)cc45)C3CC12 (configuration not stated),i,i,i,i,i,i,-0.2,i,i,4.7,i
COc1ccc(NC(=O)CCC(=O)OCc2ccc(C(=O)Oc3ccc(Cl)cc3)cc2)cc1,i,i,i,i,i,i,-0.1,i,i,14.7,i
COc1cc(OC)cc(-n2nnnc2SCC(=O)N2CCCC2)c1,i,i,i,i,i,i,-0.5,i,i,27.2,i
O=C(NC1CCCCC1)NC1CC2CCC(C1)N2C(=S)NCc1ccco1 (configuration not stated),i,i,i,i,i,i,-0.1,i,i,47.1,i
CCC(C)NC(=O)c1ccc(CSCc2ccc(Cl)cc2)o1 (configuration not stated),i,i,i,i,i,i,1.3,i,i,3.7,i
CCOc1ccc(CNS(=O)(=O)c2cccs2)cc1OCC,i,i,i,i,i,i,-0.9,i,i,7.2,i
CN(C)CCCN1C(=O)c2cc3ccccc3cc2C1=O,i,i,i,i,i,i,-1.0,i,i,14.5,i
CCOC(=O)C1CCCN(C(=O)/C=C/c2ccccc2[N+](=O)[O-])C1 (configuration not stated),i,i,i,i,i,i,-0.2,i,i,26.8,i
CCCCC(=O)Nc1ccc(C(=O)NCCN2CCOCC2)cc1,i,i,i,i,i,i,0.7,i,i,9.5,i
O=C(Nc1nc(-c2cccs2)c(-c2cccs2)s1)C1CCCC1,i,i,i,i,i,.,.,i,.,5.9,.

# Part of the list above, reformatted.
# Screens in order – TRPC6 inh	TRPC6 act	PolyA inhibitor	TRPC4 act	TRPC4 inh	MrgX1 allo act	HIF act	TRPC4 PAM	MrgX1 ag	AI-2 QS mod	MrgX1 antagonist
> COc1cc(OC)cc(-n2nnnc2SCC(=O)N2CCCC2)c1
  i	i	i	i	i	i	-0.5	i	i	27.2	i
> O=C(NC1CCCCC1)NC1CC2CCC(C1)N2C(=S)NCc1ccco1 (configuration not stated)
  i	i	i	i	i	i	-0.1	i	i	47.1	i
> CCC(C)NC(=O)c1ccc(CSCc2ccc(Cl)cc2)o1 (configuration not stated)
  i	i	i	i	i	i	1.3	i	i	3.7	i
> CCOc1ccc(CNS(=O)(=O)c2cccs2)cc1OCC
  i	i	i	i	i	i	-0.9	i	i	7.2	i

# (continued)
SMILES,TRPC6 inh,TRPC6 act,PolyA inhibitor,TRPC4 act,TRPC4 inh,MrgX1 allo act,HIF act,TRPC4 PAM,MrgX1 ag,AI-2 QS mod,MrgX1 antagonist
Cc1ccc(C(=O)N2CCN(c3ncccn3)CC2)cc1,i,i,i,i,i,i,-30.6,i,i,13.4,i
C/C(=N\Nc1cccc2cccnc12)c1ccccn1,i,i,i,i,i,i,-3.2,i,i,8.2,i
COc1ccc(NC(C)C(=O)N/N=C/c2ccc([N+](=O)[O-])s2)cc1 (configuration not stated),i,i,i,i,i,i,0.2,i,i,78.4,i
CCCCn1c2ccc(C)cc2c2nnc(SCCN3CCCCC3)nc21,-5.8*,i,i,i,i,i,1.8,i,i,15.2,i
CCOC(=O)c1c(C)nn(Cc2ccccc2)c1N,i,i,i,i,i,i,-0.2,i,i,10.2,i
CS(=O)(=O)NCc1csc(-c2ccccc2)n1,i,i,i,i,.,i,0.2,i,i,13.5,i
CC(C)(C)C(=O)Nc1ccc(Sc2ccc([N+](=O)[O-])cc2)cc1,i,i,i,i,i,i,0.7,i,i,-2.9,i
CCc1ccc(OCCn2cccn2)cc1,i,i,i,i,i,i,0.4,i,i,11.1,i
C=CCOc1ccc(/C=C/C(=O)OCC(=O)N(C)C2CCS(=O)(=O)C2)cc1 (configuration not stated),i,i,i,i,i,i,0.3,i,i,19.2,i
COC(=O)c1ccc(NC(=O)CNc2ccccc2)cc1,i,i,i,i,i,i,2.7,i,i,-14.7,i
COc1cc(NC(=O)c2cc3c(CO)cnc(C)c3oc2=Nc2cccc(C(N)=O)c2)cc(OC)c1,i,i,i,i,i,i,-1.5,i,i,5.1,i
Oc1ccc(N=Nc2ccccc2C(F)(F)F)c2cccnc12,i,i,i,i,i,i,-3.5,i,i,80.8,i
O=[N+]([O-])c1ccc(Sc2n[nH]c(-c3ccccc3)n2)nc1,i,i,i,i,i,i,1.3,i,i,28.2,i
Fc1ccc(-c2cnc[nH]2)cc1,i,i,i,i,i,i,1.0,i,i,13.8,i
c1ccc(CSCc2nc3ccccc3[nH]2)cc1,i,i,i,i,i,i,4.1,i,i,75.9,i
O=C(COC(=O)c1n[nH]c2ccccc12)NCc1ccccc1,i,i,i,i,i,i,0.5,i,i,19.9,i
Nc1nnc(SCc2ccccc2)n1-c1ccccc1,i,i,i,i,i,i,-0.2,i,i,9.5,i
Cc1cccc(-n2c(-c3ccco3)n[nH]c2=S)c1,i,i,i,i,i,i,-0.2,i,i,9.3,i
CCS(=O)(=O)c1ccc2oc(Nc3ccccc3C)nc2c1,i,i,i,i,i,i,3.5,i,i,-3.3,i
COCC(=O)N1CCCC(CNS(=O)(=O)c2ccc(OC)cc2)C1 (configuration not stated),i,i,i,i,i,i,-0.9,i,i,0.2,i
CC(C)(O)CCc1c(-c2ccc(O)cc2O)oc2c3c(cc(O)c2c1=O)OC(C)(C)C=C3,i,i,i,i,i,i,-0.4,i,i,4.7,i
CC1CCC(C(C)C)C(OC(=O)C[n+]2cc(-c3ccc(Cl)cc3)n3c2CCCCC3)C1 (configuration not stated),i,i,i,i,i,i,-0.1,i,i,38.9,i
CCOC(=O)c1nnn(-c2nonc2N)c1CN(C)Cc1ccccc1,i,i,i,i,i,i,-0.3,i,i,5.9,i
CCOC(=O)c1c(C)[nH]c(C)c1C(=O)COC(=O)c1ccc(OC)cc1,i,i,i,i,i,i,0.0,i,i,10.1,i
CCCNC(=O)CCc1c(C)nc2nc(C)nn2c1C,i,i,i,i,i,i,0.0,i,i,6.9,i
CC[C@@H](C)[C@H](NC(=O)C1CCN(C(=O)[C@@H](NS(=O)(=O)c2ccc(C)cc2)C(C)C)CC1)C(=O)O,i,i,i,i,i,i,-0.2,i,i,14.8,i

# Screening data from PubChem.

# A portion of the library (hit frequency here may not be typical).
